Source: PubChem BioAssay (several laboratories)
Arrestin-AP2 inh = blocks beta-arrestin peptide binding to AP2 adaptin; FITC-arrestin peptide / GST-AP2 beads, flow cytometry; AP2 beta2 appendage carries R879A mutation; inhibition, % at 10 µM; 340,000 compounds, 0.31% hits;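 active = inhibition above a set limit, near 3 SD of compounds lacking own fluorescence, cut at about 54% in these data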;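 also: plate controls were DMSO wells for no effect and 5 µM unlabelled arrestin peptide for full effect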
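Test system: GST-tagged AP2 beta2-adaptin appendage (R879A) on 4 µm glutathione beads; also added: fluorescein-tagged arrestin peptide at 50 nM final; timing: 12 min plus 1 h, RT; signal: flow cytometry, FL1 (488/535 nm); read-out: percent drop in bead-associated FITC signal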
Cardiac RTF inh = cardiac RTF calcium desensitization; P19429+P45379; IANBD-labeled cardiac RTF, Ca2+ fluorescence; inhibition, % at 7.15 µM; 340,000 compounds, 0.12% hits;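 active = inhibition above the mean inhibition of all tested compounds plus 3 SD, cut at about 17% in these data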;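 also: assay run at fixed EC70 calcium of 1.6 mM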
V-ATPase pH = yeast V-ATPase proton transport regulation by pHLuorin. S. cerevisiae, pHLuorin cytosolic pH fluorescence. response, % at 10 µM. 350,000 compounds, 0.37% hits. AID 504577; in the data active = response mostly above about 7.3%, no sharp cut-off; inactive = mostly below about 5.4%; also: actives read high; inactives centre near 0; some compounds called inactive have numbers as strong as hits; reference of the scale not given here
C-LANA FP = blocks KSHV LANA C-terminal domain binding to DNA; MBP-C-LANA/FAM-LBS DNA binding, fluorescence polarization; inhibition, % at 9 µM; 340,000 compounds, 0.078% hits; AID 504423;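 active = highest replicate inhibition at or above 60% at 9 µM, even if other replicates fall short; inactive = all replicates below 60% inhibition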;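 also: 0% = neutral control wells and 100% = 4 µM acridine orange control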
Keap1 Nrf2 FP = inhibitors of human Keap1-Nrf2 protein-protein interaction; 340,000 compounds, 0.15% hits; inhibition, % at 9.4 µM; Keap1 Kelch-Nrf2 peptide fluorescence polarization, 1536-well; AID 504523; in the data active = inhibition above about 12%;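 also: human Keap1 Kelch domain with fluorescein labeled Nrf2 9mer peptide probe; 0% = neutral control wells and 100% = peptide positive control; higher means more block of Keap1 binding to Nrf2 peptide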
DSG3 Ab inh = blocks pemphigus antibody binding to human desmoglein-3. P32926. DSG3-coupled beads, scFv-anti-DSG3-GFP binding, flow cytometry; stronger effect = lower value. binding (percent of control), % at 10 µM. 310,000 compounds, 0.48% hits. AID 588358;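 active = binding more than 3 SD below its plate's average and above zero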; also: some compounds called inactive have numbers as strong as hits
cardiac RTF act = increases calcium sensitivity of human cardiac regulated thin filaments. IANBD-labeled TnC RTF fluorescence at EC20 calcium; 0% EC20 calcium, 100% full calcium. 340,000 compounds, 0.24% hits. activation, % at 7.2 µM. P19429+P45379;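 active = activation above the mean over all tested compounds plus 3 SD, cut at about 30% in these data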;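 also: rise in fluorescence read as greater calcium sensitivity of cardiac thin filaments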
Wnt bcat act = activators of Wnt/beta-catenin signaling; Wnt/beta-catenin reporter cell assay, activator, plate reader; activation, % at 9.35 µM; 300,000 compounds, 1.2% hits; AID 743398; in the data active = activation above about 30%, passing the limit was not always enough;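 also: 0% = neutral control wells and 100% = positive control wells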
OPRM1-OPRD1 ag = OPRM1-OPRD1 heterodimerization agonism | P35372+P41143 | cells, luminescence | activation, % at 9.3 µM | 340,000 compounds, 0.3% hits | AID 504326; in the data active = activation above about 18%;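 also: 0% = vehicle-treated cells and 100% = reference agonist; values of inactives mirror those of a sister screen read the other way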
Target sequence (P35372 whole entry, looked up): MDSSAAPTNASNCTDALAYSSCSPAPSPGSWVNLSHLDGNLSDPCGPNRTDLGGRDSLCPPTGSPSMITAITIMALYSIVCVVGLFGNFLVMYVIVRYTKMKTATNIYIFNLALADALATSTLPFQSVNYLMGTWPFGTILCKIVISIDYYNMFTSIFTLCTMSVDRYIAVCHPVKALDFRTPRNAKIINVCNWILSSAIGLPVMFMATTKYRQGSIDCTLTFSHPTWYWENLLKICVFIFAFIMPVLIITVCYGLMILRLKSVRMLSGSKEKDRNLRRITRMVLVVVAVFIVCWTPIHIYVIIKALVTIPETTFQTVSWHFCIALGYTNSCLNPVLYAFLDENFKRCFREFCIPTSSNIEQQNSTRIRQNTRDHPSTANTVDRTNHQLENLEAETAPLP
Target sequence (P41143 whole entry, looked up): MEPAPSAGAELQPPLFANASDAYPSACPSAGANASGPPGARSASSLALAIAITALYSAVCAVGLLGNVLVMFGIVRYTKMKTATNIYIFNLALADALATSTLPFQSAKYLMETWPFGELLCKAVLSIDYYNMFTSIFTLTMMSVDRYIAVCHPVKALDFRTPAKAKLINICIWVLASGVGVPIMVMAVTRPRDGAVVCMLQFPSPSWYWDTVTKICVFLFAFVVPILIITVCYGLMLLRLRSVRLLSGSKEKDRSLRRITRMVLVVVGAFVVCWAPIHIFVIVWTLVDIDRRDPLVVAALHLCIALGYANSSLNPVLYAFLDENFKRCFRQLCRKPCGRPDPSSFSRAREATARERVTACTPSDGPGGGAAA
MOR-DOR inv ag = inverse agonists of human mu-delta opioid receptor heterodimerization. AID 504357. inhibition, % at 9.3 µM. cell-based MOR-DOR heterodimer luminescence, inverse agonism. P35372+P41143. 340,000 compounds, 0.21% hits; in the data active = inhibition above about 22%, passing the limit was not always enough;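 also: 0% = cells with DMSO and 100% = wells without cells with DMSO; values of inactives mirror those of a sister screen read the other way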
Numbers without * were called inactive; i = inactive; / = not tested or not shown.

SMILES	Arrestin-AP2 inh	Cardiac RTF inh	V-ATPase pH	C-LANA FP	Keap1 Nrf2 FP	DSG3 Ab inh	cardiac RTF act	Wnt bcat act	OPRM1-OPRD1 ag	MOR-DOR inv ag
CCN(CC)C(=O)Cc1ccccc1	12	1	1	-1.1	0	97	1	-2	-2.6	13
CN(C)S(=O)(=O)c1cccc(NC(=S)N/N=C/C2CC=CCC2)c1 (centres undefined)	-17	-1	2	-0.4	1	101	-4	-1	1.0	-6
CC(=O)Nc1cccc(OCC(=O)NCCC2=CCCCC2)c1	-5	-8	1	-0.9	0	113	12	3	0.8	-4
Nc1cc(N)nc(SCC(=O)N2CCc3ccccc32)n1	-2	2	-4	-1.2	-4	105	2	11	-2.2	12
Fc1ccccc1CSc1nnc(-c2ccccc2)o1	-7	-4	-12	0.6	1	103	-2	68*	0.6	-3
CCN(CC(=O)Nc1ccc2c(c1)OC(F)(F)O2)Cc1nc2ccccc2c(=O)[nH]1	-3	-5	1	0.4	1	102	-1	/	-0.7	3
Cc1cc2nc(CCN(Cc3cccnc3)C(=S)Nc3ccccc3)[nH]c2cc1C	4	-18	0	16	2	104	-4	/	2.3	-14
CCn1nnc(NC(=O)c2ccccc2Br)n1	24	-3	-1	0.5	3	99	-11	/	-1.0	5
CCOc1cccc(N2C(=O)CC(n3cnc4ccccc43)C2=O)c1 (centres undefined)	-7	-3	2	-0.3	-3	91	11	0	/	/
c1ccc(CN2CCC(N=C3NN=C(c4ccc5c(c4)OCCO5)CS3)CC2)cc1	-2	9	0	-0.9	-8	108	-1	-2	12	-67
Cc1cc(C)n(-c2nc3ccccc3nc2Nc2ccc(CC(=O)O)cc2)n1	13	-12	5	1.3	3	94	-2	3	-2.8	14
Cc1ccc(C(=O)N/N=C/c2cccc3ccccc23)cn1	-7	/	-3	/	/	102	/	1	/	/
O=C1CC(c2ccccc2)CC(O)=C1C=NC1CCCC1 (centres undefined)	2	-7	-1	0.8	5	100	2	2	-1.6	9
CN(C)C1(CNC(=O)C2CCN(S(=O)(=O)c3cc(Cl)ccc3Cl)CC2)CCCCC1	-4	1	-5	/	-1	110	-2	-4	2.0	-11
Cc1ccc(S[C@@H](CCN2CC[C@H](C(C)(C)C)CCC2=O)c2ccccc2)cc1	26	-6	1	0.1	-2	/	-1	-9	0.5	-3
CN1CCN(c2ccc(NC(=O)c3ccc4ccccc4c3)cc2)CC1	20	-1	-2	0.6	-1	98	-3	11	1.6	-8
Cc1c(NC(=O)C(C)Sc2nccn2C)c(=O)n(-c2ccccc2)n1C (centres undefined)	-8	-7	-3	-0.8	-4	106	6	4	-1.8	7
CC(C)CC(NC(=O)C1CCCN1C(=O)CNC(=O)OCc1ccccc1)C(=O)O (centres undefined)	-7	-6	-2	1.6	3	93	-7	-1	-0.2	1
COc1ccc(C(=O)OCC(=O)NC2CCCC2)cc1OC	-7	4	-2	3.8	-7	110	-3	0	-2.8	13
CCN(CC)C(=O)c1sc(NC(=O)c2ccc3c(c2)OCO3)c(C(N)=O)c1C	-4	-8	1	0.5	-9	/	-2	21	-2.8	15
C[C@@H]1CN(Cc2nc(-c3cnccn3)no2)C[C@H](C)O1	1	2	-1	1.6	0	126	0	-1	-1.8	10
N/C(=N\OC(=O)Cc1ccc(Cl)cc1)c1ccccn1	-5	0	2	-0.5	1	109	2	/	-1.1	6
CN(C)c1ccc(/C=N/NC(=O)C[n+]2ccccc2)cc1	29	0	1	-0.3	0	108	0	11	-1.8	9
O=C(N1CCOCC1)N1CCC(n2nnc3ccccc32)CC1	/	-11	2	-1.0	2	107	20	/	-1.2	7
NC(=O)C(c1ccccn1)c1ncc(C(F)(F)F)cc1Cl (centres undefined)	18	10	-1	2.6	-3	101	2	-2	-1.8	11
SMILES	Arrestin-AP2 inh	Cardiac RTF inh	V-ATPase pH	C-LANA FP	Keap1 Nrf2 FP	DSG3 Ab inh	cardiac RTF act	Wnt bcat act	OPRM1-OPRD1 ag	MOR-DOR inv ag
Cc1ccc2sc(C)[n+](CCC(C)S(=O)(=O)[O-])c2c1 (centres undefined)	2	-2	-2	-0.9	-4	121	-1	/	1.2	-6
O=C(COC(=O)c1cccc(S(=O)(=O)N2CCCCC2)c1)NCc1ccccc1	13	-48	-1	0.0	-4	102	-2	0	1.5	-10
CCOc1ccc(-c2cnc3ccccc3n2)cc1	1	-1	0	0.3	-3	104	-4	28	-1.5	8
COc1ccc(C(CNc2ncnc3sc(C)c(C)c23)N(C)C)cc1 (centres undefined)	-3	-17	-5	0.3	-4	117	-1	-1	102*	i
CCCCC(=O)Nc1ccc(C(=O)Nc2ccc(S(=O)(=O)N3CCCC3)cc2)cc1	13	-6	3	0.3	-6	94	4	/	-1.2	6
O=C1c2ccccc2C(=O)N1CCc1c(-c2ccccc2)[nH]c2ccccc12	-1	4	3	1.4	3	98	-6	-4	12	-58
CC(C)CN1C(=O)C(=O)N(CC(=O)NC2CCCc3ccccc32)C1=O (centres undefined)	3	-7	-2	0.8	-3	101	-4	-2	-2.1	11
CC(=O)c1ccc(NC(=O)CCSCCC(=O)Nc2ccc(C(C)=O)cc2)cc1	25	-3	-5	-0.9	-2	/	-2	/	-1.5	9
CC(NC(=O)CSc1nc(=O)cc(N)n1CCc1ccccc1)c1ccccc1 (centres undefined)	7	7	0	-2.0	-3	106	6	-7	2.4	-14
Cc1ccnn1CCC(=O)N1CCCC(CCC(=O)NCc2ccccc2F)C1 (centres undefined)	-11	-3	3	-2.0	0	98	10	0	-0.1	1
N#C/C(=C\c1ccc(OCCN2CCOCC2)cc1)C(=O)Nc1ccc(S(N)(=O)=O)cc1	18	-1	-1	-2.4	-3	96	0	0	-1.4	7
O=c1[nH]c(C2CCN(S(=O)(=O)c3ccccc3C(F)(F)F)CC2)nc2c1nnn2Cc1ccccc1	9	2	0	-1.1	-1	111	2	-2	2.6	-21
O=C1COc2ccc(S(=O)(=O)N3CCC(C(=O)NCc4ccc(F)cc4)CC3)cc2N1	15	0	-2	1.3	1	105	-1	-1	0.4	-2
C[n+]1ccn(CC(=O)c2cccs2)c1	8	2	0	4.4	-2	107	-4	-1	-2.9	15
CN1CCN(C(=O)c2cc(C(C)(C)C)cc(C(C)(C)C)c2)CC1	28	11	2	-0.8	-2	108	5	-1	-2.7	13
COc1cc(Cl)c(S(=O)(=O)N2CC(C)OC(C)C2)cc1Cl (centres undefined)	-10	-10	-1	0.6	-1	109	-3	-5	-0.3	2
CCOC(=O)Cn1c(=O)oc2cc(S(=O)(=O)Nc3cc(OCC)ccc3OCC)ccc21	57*	0	0	2.1	2	/	3	-1	4.7	-25
COc1ccc(CN(CC2CCC(C(=O)O)CC2)C(=S)Nc2ccccc2C)cc1 (centres undefined)	18	0	-1	-0.9	1	94	2	0	1.4	-8
COC(=O)c1ccc(Cl)c(NC(=O)CN(c2ccc(OC)c(OC)c2)S(C)(=O)=O)c1	-4	2	1	-1.5	0	125	3	/	-0.8	4
Cc1ccc(-n2nnnc2SCCNS(=O)(=O)c2ccccc2)cc1C	3	2	2	-2.5	-1	104	-7	/	0.6	-3
COc1cc(S(=O)(=O)N2CCOCC2)cc(C(=O)OCC(=O)NCc2ccco2)c1OC	-6	7	-2	-1.2	-3	104	-2	1	-3.5	14
C#CCOCCOCCOCCNc1nc(N2CCOCC2)nc(N2CCN(C(=O)[C@H](CCCCN)n3cc(CN)nn3)CC2)n1	-7	1	-3	-2.5	-5	105	-1	-1	-1.9	11
O=C1NN(c2ccccc2)C(=O)/C1=C\c1coc2ccc(O)cc2c1=O	-5	-9	-3	1.0	0	111	0	16	0.5	-2
COc1ccc(Nc2nnc(SCC(=O)/C=C3/N(C)c4ccccc4C3(C)C)s2)cc1	-9	-43	7	0.5	2	104	6	-2	4.7	-25
Cc1cc2occ(CC(=O)Nc3nnc(C4CC4)s3)c2cc1C	0	-3	-3	-0.9	-1	/	-2	-1	-0.8	4
SMILES	Arrestin-AP2 inh	Cardiac RTF inh	V-ATPase pH	C-LANA FP	Keap1 Nrf2 FP	DSG3 Ab inh	cardiac RTF act	Wnt bcat act	OPRM1-OPRD1 ag	MOR-DOR inv ag
O=C(O)Cc1sc(=O)[nH]c1O	4	8	-1	0.0	-7	86	0	1	-3.0	16
COc1ccc(CCC(=O)N2CCN(c3cccc(C)c3C)CC2)cc1	14	1	-2	-0.3	-3	124	1	-4	0.1	0
COc1ccc(NC(=O)CSc2nc(N)c(NC(=O)c3ccccc3F)c(=O)[nH]2)cc1	21	2	0	2.5	-2	/	-5	7	-2.7	14
CCOc1ccc2nc(SCC)[nH]c2c1	4	-5	-1	1.8	-4	100	2	26	-2.4	13
Cc1cc(NC(=O)CSc2nnc3c(C)cc4cc(C)c(C)cc4n23)no1	9	-9	-3	0.5	-3	98	0	/	-1.5	8
O=[N+]([O-])c1ccc(NN=Cc2ccccc2)nc1	36	2	-27	-0.9	-5	/	3	50*	11	-51
Nc1ccc2oc3ncccc3c(=O)c2c1	4	1	4	0.6	-2	108	1	6	-0.8	4
CCN(Cc1ccccc1)C(=O)c1c[nH]c2ccc(S(=O)(=O)N(C)CCC#N)cc2c1=O	3	8	-2	-1.0	2	101	0	/	-0.1	1
CCOC(=O)CC(N)c1ccc(OC)cc1 (centres undefined)	-3	1	-2	-2.2	-6	81	5	0	-0.1	0
CS(=O)(=O)c1ccc(C(=O)NNC(=O)c2cccs2)cc1	1	0	2	0.7	-1	102	-6	0	0.4	-2
CC(C)Oc1ccc(/C=N/NC(=O)C(CSCc2ccccc2)NC(=O)c2ccc([N+](=O)[O-])cc2)cc1 (centres undefined)	2	2	3	-1.1	-2	/	0	/	7.1	-43
CCOC(=O)c1c(N)sc(C(=O)N2CCCC2)c1C	-2	-2	0	3.8	5	106	1	/	-2.3	11
Cc1ccccc1NC(=S)NNC(=O)c1ccncc1	31	4	-3	1.7	0	100	1	0	-3.8	20
O=C(O)CC1(CC(=O)Nc2ccc(Oc3cccc(C(F)(F)F)c3)nc2)CCCC1	1	/	0	/	/	112	/	1	/	/
CCOC(=O)c1ccc(NC(=O)c2nccnc2C(=O)O)cc1	8	-5	2	-1.5	-1	103	0	1	3.1	-17
CCc1cc2c(N[C@@H](Cc3ccccc3)C(=O)O)ncnc2s1	4	-4	-1	-0.8	-3	98	4	0	-0.9	4
CCOC(=O)C1=C(COC(=O)c2cccs2)NC(=O)NC1C (centres undefined)	7	-2	0	-11	-1	98	0	-1	-1.0	6
Cc1cccc(-c2ocnc2C(=O)Nc2ccccc2C(=O)N2CCCC2)c1	-4	-7	-1	0.3	-2	110	-5	-1	1.0	-5
O=C(Cc1ccccc1F)Nc1ccc(Cl)nc1	-8	-1	-3	0.7	-1	101	1	/	-2.5	12

Some of the entries so far, with two lines to a compound:
Values run as follows: Arrestin-AP2 inh	Cardiac RTF inh	V-ATPase pH	C-LANA FP	Keap1 Nrf2 FP	DSG3 Ab inh	cardiac RTF act	Wnt bcat act	OPRM1-OPRD1 ag	MOR-DOR inv ag
CS(=O)(=O)c1ccc(C(=O)NNC(=O)c2cccs2)cc1
→ 1	0	2	0.7	-1	102	-6	0	0.4	-2
CC(C)Oc1ccc(/C=N/NC(=O)C(CSCc2ccccc2)NC(=O)c2ccc([N+](=O)[O-])cc2)cc1 (centres undefined)
→ 2	2	3	-1.1	-2	/	0	/	7.1	-43
